Fam108B counter: mouse Fam108B serine hydrolase inhibitors, primary screen, counter-screen for RBBP9 inhibitor project, biochemical, fluorescence polarization; recombinant Fam108B, FP-Rh probe fluorescence polarization; inhibition, % at 9.51 µM; 300,000 compounds, 0.33% hits; AID 1947, 2009;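 active means inhibition above the screen mean inhibition plus 3 SD, computed separately per campaign, cut at about 18% in these data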;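 further: inhibitors lower polarization as less probe binds the enzyme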
PAFAH1B2 inh: PAFAH1B2 enzyme inhibitors, primary screen, biochemical, fluorescence polarization, human | Platelet-activating factor acetylhydrolase IB subunit alpha2 (Homo sapiens), P68402 | recombinant PAFAH1B2, FP-rhodamine activity probe | inhibition, % at 3.39 µM | 340,000 compounds, 1.2% hits | AID 492953, 2010;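 active means inhibition above the mean of all tested compounds plus 3 SD, cut at about 24% in these data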;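 further: 0% = enzyme with DMSO and 100% = wells lacking PAFAH1B2; many of its hits are not listed in these tables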
pPAFAH inh: pPAFAH enzyme inhibitors, primary screen, biochemical, fluorescence polarization, human; recombinant pPAFAH, FP-rhodamine probe fluorescence polarization; inhibition, % at 3.39 µM; 330,000 compounds, 1.5% hits; AID 463082, 2010;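 active means inhibition above the mean inhibition across the screen plus 3 SD, cut at about 25% in these data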;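 further: inhibitors block binding of the rhodamine activity-based probe so polarization drops; 0% = enzyme with DMSO and 100% = wells lacking pPAFAH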
PAFAH2 FP inh: PAFAH2 enzyme inhibitors, primary screen, biochemical, fluorescence polarization, human; inhibition, % at 3.39 µM; Platelet-activating factor acetylhydrolase 2, cytoplasmic (Homo sapiens), Q99487; recombinant PAFAH2, FP-rhodamine activity probe; 340,000 compounds, 0.99% hits;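 active means inhibition above the mean over all tested compounds plus 3 SD, cut at about 30% in these data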;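 further: inhibitors block probe labeling of enzyme so polarization drops; 0% = enzyme with DMSO and 100% = wells lacking PAFAH2 protein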
PME-1 inh: PME-1 inhibitors via competitive probe labeling, primary screen, biochemical, fluorescence polarization, FP-Rh probe, HTS; Protein phosphatase methylesterase 1 (Homo sapiens), Q9Y570; recombinant PME-1; inhibition, % at 5.9 µM; 320,000 compounds, 0.53% hits;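 active means inhibition above the campaign mean of all compounds plus 3 SD, cut at about 26% in these data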;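 further: competitive labeling of PME-1 active site by serine hydrolase directed probe; 0% = PME-1 with DMSO and 100% = wells lacking PME-1 enzyme; inhibitors block probe labeling so polarization falls and inhibition rises; many of its hits are not listed in these tables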
PAD4 inh: human PAD4 inhibitors, primary screen, biochemical, fluorescence polarization, 1536-well format | Protein-arginine deiminase type-4 (Homo sapiens), Q9UM07 | inhibition, % at 6.36 µM | 330,000 compounds, 0.41% hits | recombinant PAD4, RCA probe fluorescence polarization;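 active means percent inhibition above a cutoff equal to the mean of all tested compounds plus 3 SD, cut at about 15% in these data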;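 further: 0% = PAD4 with RCA probe and DMSO and 100% = probe without PAD4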
Target sequence (Q9UM07 whole entry, looked up): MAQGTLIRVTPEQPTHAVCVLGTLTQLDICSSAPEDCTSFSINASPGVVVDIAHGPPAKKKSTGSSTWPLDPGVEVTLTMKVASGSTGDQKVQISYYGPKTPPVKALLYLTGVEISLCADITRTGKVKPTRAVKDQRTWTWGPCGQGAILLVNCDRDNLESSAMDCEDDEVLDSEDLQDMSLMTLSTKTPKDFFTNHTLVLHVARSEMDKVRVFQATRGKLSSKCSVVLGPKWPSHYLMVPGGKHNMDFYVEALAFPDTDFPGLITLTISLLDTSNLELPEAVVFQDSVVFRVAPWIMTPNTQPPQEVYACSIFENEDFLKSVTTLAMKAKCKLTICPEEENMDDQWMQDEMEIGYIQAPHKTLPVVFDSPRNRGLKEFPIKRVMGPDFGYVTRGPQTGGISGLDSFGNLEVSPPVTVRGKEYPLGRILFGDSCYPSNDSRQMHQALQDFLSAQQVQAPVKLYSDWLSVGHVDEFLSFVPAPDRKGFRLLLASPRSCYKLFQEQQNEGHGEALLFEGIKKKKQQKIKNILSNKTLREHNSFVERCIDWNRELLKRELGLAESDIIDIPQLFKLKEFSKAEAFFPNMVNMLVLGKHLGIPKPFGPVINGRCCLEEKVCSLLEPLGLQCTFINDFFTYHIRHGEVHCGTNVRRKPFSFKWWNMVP
PAFAH1B3 inh: PAFAH1B3 enzyme inhibitors, primary screen, biochemical, fluorescence polarization, human | recombinant PAFAH1B3, FP-rhodamine probe | 340,000 compounds, 0.28% hits | AID 492972, 2010 | inhibition, % at 3.39 µM;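 active means inhibition above the screen-wide average of all tested compounds plus 3 SD, cut at about 25% in these data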;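 further: 0% = enzyme with DMSO only and 100% = wells lacking PAFAH1B3 protein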
GSTO1 counter: inhibitors of recombinant GSTO1, primary screen, counter-screen for RBBP9 inhibitor project, biochemical, fluorescence polarization; activity-based probe fluorescence polarization; inhibition, % at 5.96 µM; 300,000 compounds, 1.1% hits; AID 1974, 2009;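 active means inhibition above the campaign mean inhibition plus 3 SD, cut at about 35% in these data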;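 further: 0% = GSTO1-1 with DMSO and 100% = wells lacking GSTO1-1 enzyme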
LYPLA1 inh: LYPLA1 inhibitors, primary screen, counter-screen for PME1 inhibitor project, biochemical, fluorescence polarization, FP-Rh probe ABPP | AID 2174, 2009 | inhibition, % at 5.9 µM | recombinant LYPLA1 | Acyl-protein thioesterase 1 (Homo sapiens), O75608 | 320,000 compounds, 0.16% hits;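 active means inhibition above the mean of all tested compounds plus 3 SD, set per campaign, cut at about 14% in these data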;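 further: inhibitors block serine hydrolase probe labeling of LYPLA1 so polarization falls; 0% = enzyme with DMSO and 100% = wells lacking LYPLA1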
Target sequence (O75608 whole entry, looked up): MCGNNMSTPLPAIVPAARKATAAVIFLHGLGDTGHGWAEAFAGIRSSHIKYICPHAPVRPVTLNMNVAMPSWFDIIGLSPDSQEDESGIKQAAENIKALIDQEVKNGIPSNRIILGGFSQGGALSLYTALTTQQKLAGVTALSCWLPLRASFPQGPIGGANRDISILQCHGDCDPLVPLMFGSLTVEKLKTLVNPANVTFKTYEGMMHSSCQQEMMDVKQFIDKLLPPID
* = called active by the depositor; x = no result given. Some of the compounds tested; rates above refer to the full screens.

SMILES	Fam108B counter	PAFAH1B2 inh	pPAFAH inh	PAFAH2 FP inh	PME-1 inh	PAD4 inh	PAFAH1B3 inh	GSTO1 counter	LYPLA1 inh
CCN(CC)S(=O)(=O)c1cccc(NN=c2c(=O)c3ccccc3c2=O)c1	0	4	-2	-4	-5	-7	-5	-12	5
O=C(COC(=O)c1cc([N+](=O)[O-])ccc1N1CCOCC1)c1ccc(OC(F)F)cc1OC(F)F	-4	-1	8	5	-5	-3	5	0	0
COc1ccc(C(C(=O)NC2CCCC2)N(Cc2ccccc2)C(=O)c2nsc(Cl)c2Cl)cc1 (stereo not drawn)	3	3	0	13	4	1	5	1	-7
CC(=O)N1N=C(c2ccc(NS(C)(=O)=O)cc2)CC1c1ccc2nccnc2c1 (stereo not drawn)	-1	1	-1	-7	4	0	7	-12	-5
Cc1ccc2c(c1)N(C(=O)NC1CCCCC1)C(C)(C)CC2C (stereo not drawn)	-2	-2	0	-8	2	4	-4	0	-1
CC1CCCCN1C(=O)N[C@@H](Cc1ccccc1)C(=O)O (stereo partly drawn)	-3	9	-2	-5	0	1	1	2	-3
O=C(N1CCOCC1)N1CCN(S(=O)(=O)N2CCCCC2)CC1	2	5	9	11	0	0	1	-2	0
Cc1nnc(NN2CCOCC2)[nH]c1=O	3	x	-1	x	1	-1	x	9	1
O=C1CC(C(=O)Nc2ccccc2)N=C(N2CCOCC2)N1 (stereo not drawn)	2	2	0	-9	-2	2	6	5	6
COc1cc(OC)cc(-c2c(-c3cccs3)c3cc(-c4ccn[nH]4)ccc3n2C)c1	x	0	17	9	17	-13	13	x	-2
C#Cc1cccc(NC(=O)c2ccc3c(c2)C(=O)N(Cc2cccnc2)C3=O)c1	2	3	4	-2	11	-2	8	3	-1
Cc1ccc(S(=O)(=O)N2CCN(C(=O)c3cc(=O)[nH]c4ccccc34)CC2)c(C)c1	3	-1	4	9	4	2	2	-1	-1
COCc1cc(C)nc(SCC(=O)NC2CCCCC2C)c1C#N (stereo not drawn)	4	1	0	6	0	2	-1	4	3
CCOc1ccc(-c2nc(CSCC(=O)NCCCN3CCCC3=O)c(C)o2)cc1	2	7	4	1	3	2	11	-8	1
O=C(NCc1ccco1)c1nnc(Cc2ccc(Cl)cc2)o1	2	4	15	9	0	-1	2	8	-1
Cc1nn(C)cc1/C=C/C(=O)c1ccccc1	-3	5	6	-9	3	6	-4	-2	3
CCCCOc1cccc(C(=O)NC(=S)Nc2ccc(Cl)c(C(=O)O)c2)c1	1	10	8	2	-4	0	7	-3	2
COc1ccc(Nc2nc(N)nc(CSC(=S)N3CCN(C)CC3)n2)cc1	-1	-2	1	3	-4	-6	0	8	3
O=C(N/N=C/c1cn(-c2ccccc2)nc1-c1ccc(F)cc1)c1ccc(Br)o1	-36	-7	-5	-23	-28	-6	-1	-17	-15
CCCCn1c(N)c(N(CCOC)C(=O)c2oc3ccc(OC)cc3c2C)c(=O)[nH]c1=O	0	1	-2	3	1	-2	2	2	-1
CCN1C(=O)C2(C(C(=O)c3ccc(C)o3)=C(O)C(=O)N2CCCN(C)C)c2ccccc21 (stereo not drawn)	0	x	3	x	-6	-3	x	2	-3
CC1(C)NC(=O)N(CCC(=O)Nc2cc(C(F)(F)F)ccc2Cl)C1=O	x	2	5	0	x	-1	3	x	x
Cn1nc(C(=O)NC(C)(C)C)c2ccccc21	-6	3	-3	-2	-9	-8	-2	-4	-1
O=C(/C=C/N1CCOCC1)c1ccc(-c2ccccc2)cc1	-6	-2	10	6	-13	-1	9	-26	-4

12 compounds from above, ordered by length of the SMILES, rising.
SMILES	Fam108B counter	PAFAH1B2 inh	pPAFAH inh	PAFAH2 FP inh	PME-1 inh	PAD4 inh	PAFAH1B3 inh	GSTO1 counter	LYPLA1 inh
Cc1nn(C)cc1/C=C/C(=O)c1ccccc1	-3	5	6	-9	3	6	-4	-2	3
Cn1nc(C(=O)NC(C)(C)C)c2ccccc21	-6	3	-3	-2	-9	-8	-2	-4	-1
O=C(NCc1ccco1)c1nnc(Cc2ccc(Cl)cc2)o1	2	4	15	9	0	-1	2	8	-1
O=C(/C=C/N1CCOCC1)c1ccc(-c2ccccc2)cc1	-6	-2	10	6	-13	-1	9	-26	-4
COc1ccc(Nc2nc(N)nc(CSC(=S)N3CCN(C)CC3)n2)cc1	-1	-2	1	3	-4	-6	0	8	3
CCOc1ccc(-c2nc(CSCC(=O)NCCCN3CCCC3=O)c(C)o2)cc1	2	7	4	1	3	2	11	-8	1
C#Cc1cccc(NC(=O)c2ccc3c(c2)C(=O)N(Cc2cccnc2)C3=O)c1	2	3	4	-2	11	-2	8	3	-1
O=C(N/N=C/c1cn(-c2ccccc2)nc1-c1ccc(F)cc1)c1ccc(Br)o1	-36	-7	-5	-23	-28	-6	-1	-17	-15
COc1cc(OC)cc(-c2c(-c3cccs3)c3cc(-c4ccn[nH]4)ccc3n2C)c1	x	0	17	9	17	-13	13	x	-2
CCCCn1c(N)c(N(CCOC)C(=O)c2oc3ccc(OC)cc3c2C)c(=O)[nH]c1=O	0	1	-2	3	1	-2	2	2	-1
Cc1ccc(S(=O)(=O)N2CCN(C(=O)c3cc(=O)[nH]c4ccccc34)CC2)c(C)c1	3	-1	4	9	4	2	2	-1	-1
CCN1C(=O)C2(C(C(=O)c3ccc(C)o3)=C(O)C(=O)N2CCCN(C)C)c2ccccc21 (stereo not drawn)	0	x	3	x	-6	-3	x	2	-3

Later entries.
SMILES	Fam108B counter	PAFAH1B2 inh	pPAFAH inh	PAFAH2 FP inh	PME-1 inh	PAD4 inh	PAFAH1B3 inh	GSTO1 counter	LYPLA1 inh
COc1ccc(/C=N/n2c(N)c(S(=O)(=O)c3cccs3)c3nc4ccccc4nc32)cc1OC	-13	-26	-8	-41	-3	-2	-42	0	-7
OCC1(CO)COC2(CCCC2)N1	-8	1	4	3	0	-2	-12	3	-1
COc1ccc(N(C(C)C(=O)NN=C2CCCCCCC2)S(C)(=O)=O)cc1 (stereo not drawn)	-1	-3	0	-1	-5	-1	9	2	-1
CC(C)Sc1n[nH]c(=O)n1-c1cccc(C(F)(F)F)c1	3	-1	-2	1	-5	4	5	8	0
COC(=O)C1CCN(C(=O)CN(C)Cc2ccc(C(C)(C)C)cc2)CC1	4	4	5	-4	1	3	-1	4	-3
COc1ccc(C(=O)N/C(=C/c2ccco2)C(=O)NC2CCS(=O)(=O)C2)cc1 (stereo not drawn)	2	2	-2	3	2	1	-6	-2	2
Cc1cc(C(=O)NC2CCCc3c2cnn3-c2cc(F)cc(F)c2)nn1C (stereo not drawn)	2	1	-6	6	-3	-4	-2	-2	-1
CC(=O)c1cccc(N(C(=O)c2cnccn2)C(C(=O)NCc2ccccc2)c2ccco2)c1 (stereo not drawn)	-1	7	6	7	2	-5	-7	-8	0
COc1ccc(CC(=O)Nc2nc(-c3cc(OC)ccc3OC)cs2)cc1	-4	9	1	-13	-4	-5	9	1	-9
CCC(C)NS(=O)(=O)c1ccc(OCC(=O)NCc2ccc(OC)cc2)cc1 (stereo not drawn)	5	0	10	2	0	1	3	2	1
CCCNc1nc2c(c(=O)[nH]c(=O)n2C)n1CCC(C)C	-3	3	4	-2	2	-4	5	-4	3
CN(CCOc1ccccc1)C(=O)c1ccc(N2CCCC2)c([N+](=O)[O-])c1	-2	7	4	4	4	-2	2	6	5
Cc1ccc2c(c1)nnn2C1CCN(S(=O)(=O)c2ccc(C(=O)N3CC(C)CC(C)C3)cc2)CC1 (stereo not drawn)	0	5	2	-6	-2	0	16	8	-2
O=[N+]([O-])c1cc(-c2ncccn2)cs1	1	4	1	7	-5	0	11	4	-1
COc1ccc(N=C2C(=Nc3ccc(OC)cc3)N(c3ccc(OC)cc3)C(=S)N2C(=O)c2ccc(OC)cc2)cc1	2	4	4	9	-3	5	3	-1	-1
O=C(Nc1ccccc1N1CCCCC1)c1ccccc1F	2	4	6	5	2	-4	0	-5	-3
O=c1[nH]c(=O)c2cn[nH]c2[nH]1	5	4	-1	0	-2	2	5	3	1
CCC(=O)Nc1ccc(-c2nnc(SCC(=O)Nc3nccs3)n2C)cc1	4	6	1	-2	-11	5	1	3	0
COc1cc2c3c([nH]c2cc1F)C(=O)NCC3	1	3	8	-8	1	-2	0	-1	3
Cc1cc(C)cc(OCc2nnc(SCC(=O)N3CCN(c4ccccc4)CC3)o2)c1	-2	2	5	-4	-4	-1	-1	4	0
O=[N+]([O-])c1ccc2c(c1)C=C1CCCCC1(N1CCCC1)O2 (stereo not drawn)	-5	4	6	-1	-1	-2	7	3	-4
CC1CCN(C(=O)COC(=O)Cc2ccc(Br)cc2)CC1	-2	11	29*	1	0	0	6	5	1
Cc1ccc([N+](=O)[O-])cc1NC(=O)CN(C(=O)c1ccccc1Cl)C1CCCCC1	1	5	5	-3	4	-5	13	-1	-5
O=S(=O)(c1ccc2nc(Cc3cccc(C(F)(F)F)c3)[nH]c2c1)N1CCOCC1	-5	0	0	-2	1	-3	2	-58	0
O=c1cc(NCCc2ccccc2)c2ccccc2o1	2	2	3	2	4	-5	-4	-9	-3
CN(C)c1ccc(/C=C2\C(=N)N3N=C(CC(=O)N4CCCC4)SC3=NC2=O)cc1Br	0	1	14	-3	-6	-5	6	1	-1
Cc1onc(-c2c(Cl)cccc2Cl)c1C(=O)c1ccc(F)cc1	-3	x	-5	x	1	-1	x	0	-3
O=C(Nc1nnc(S(=O)(=O)N2CCCCCC2)s1)c1ccc(Br)cc1	0	-11	2	2	-4	0	0	-4	-2
CC(C)CN(CC(C)C)S(=O)(=O)N1CCC(C(=O)NCc2cccs2)CC1	-1	9	5	6	0	-3	8	-1	0
N#CC1(NC(=O)CSc2nnc(COc3ccccc3F)n2N)CCCCC1	-1	-1	2	-8	1	-1	7	-6	2
CNS(=O)(=O)c1cccc(C(=O)OCC(=O)c2cc3ccccc3o2)c1	3	-2	8	14	2	7	7	4	-3
CC(=O)Nc1cccc(NC(=O)Cc2nc(-c3ccccc3)sc2-c2ccc(C)cc2)c1	-23	-10	-15	-9	-29	-3	-15	-20	-21
CCN(CC)CC(O)c1cccn1-c1ccc(CNC(=O)NC(C)C)cc1 (stereo not drawn)	0	5	3	2	-7	4	0	2	-2
COCCCn1c(=O)c2ccccc2n(CC(=O)NC2CCCC2)c1=O	-3	2	2	1	3	1	3	-3	2
OCCN1CCN(CCSc2ccccc2)CC1	1	-3	1	-8	2	4	11	-2	-1

Compound activity deposited in PubChem by The Scripps Research Institute Molecular Screening Center.
